G9a block = blocks human histone lysine methyltransferase G9a; G9a H3K9 monomethylation, AlphaScreen, 2 h; Potency, µM (doses to about 102 µM), without a hit: at the top dose activity, negative = inhibition, actives largely listed as inhibitors; 350,000 tested, 8.8% active; AID 504332; further: on the % scale 0 is the no-effect control and ±100 the full control effect; nearly all actives have a fitted effect of over 75% in size
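Signal arises when biotinylated H3K9 peptide, once monomethylated, bridges streptavidin donor and antibody-captured acceptor beads. Enzyme at 20 nM was preincubated 15 min with test compounds; peptide 500 nM and SAM 20 uM then reacted for 2 h.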
POLK inh = blocks human DNA polymerase kappa activity; purified Pol kappa, fluorescent DNA synthesis assay, 10 min; Potency, µM (highest dose often 107 µM), for inactives: at the top dose activity, negative = inhibition, hits mostly inhibitors; 400,000 tested, 0.53% active; further: on the % scale 0 is the no-effect control and ±100 the full control effect
Target sequence (Q9UBT6 whole entry, looked up): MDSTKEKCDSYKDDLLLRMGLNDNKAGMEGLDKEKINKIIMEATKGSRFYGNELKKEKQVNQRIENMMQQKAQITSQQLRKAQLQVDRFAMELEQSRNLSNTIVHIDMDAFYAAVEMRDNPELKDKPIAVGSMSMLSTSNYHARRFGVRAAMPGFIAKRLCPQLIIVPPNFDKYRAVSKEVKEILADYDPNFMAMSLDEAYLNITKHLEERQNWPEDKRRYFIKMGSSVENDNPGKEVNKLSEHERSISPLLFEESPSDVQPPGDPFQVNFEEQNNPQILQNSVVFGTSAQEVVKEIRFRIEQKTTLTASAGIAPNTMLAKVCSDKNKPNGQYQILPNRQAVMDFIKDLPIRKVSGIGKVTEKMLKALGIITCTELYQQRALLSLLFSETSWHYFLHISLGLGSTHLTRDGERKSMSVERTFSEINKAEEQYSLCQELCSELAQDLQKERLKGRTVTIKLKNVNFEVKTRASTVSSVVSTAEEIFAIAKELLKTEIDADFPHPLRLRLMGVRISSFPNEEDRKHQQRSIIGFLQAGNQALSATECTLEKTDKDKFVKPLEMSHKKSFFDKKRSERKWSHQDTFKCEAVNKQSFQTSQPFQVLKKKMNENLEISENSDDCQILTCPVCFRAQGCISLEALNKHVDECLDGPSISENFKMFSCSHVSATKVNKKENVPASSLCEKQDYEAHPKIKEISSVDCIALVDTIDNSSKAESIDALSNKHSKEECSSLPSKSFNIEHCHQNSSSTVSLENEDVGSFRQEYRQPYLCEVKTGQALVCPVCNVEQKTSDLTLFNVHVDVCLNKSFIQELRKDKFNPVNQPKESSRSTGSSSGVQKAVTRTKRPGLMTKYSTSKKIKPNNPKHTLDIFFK
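First, compounds were pin-transferred onto 10 nM Pol kappa. After 15 min at room temperature, substrate was added to 50 nM final. Fluorescence was then measured kinetically at 0 and 10 min.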
BLM inh = blocks DNA unwinding by human BLM helicase; P54132; recombinant BLM DNA unwinding, fluorescence dequenching; Potency, µM (series often up to 56.1 µM), inactives show at the top dose activity change, negative = inhibition, usual class: inhibitors; 350,000 tested, 0.2% active;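 further: plate controls were vehicle for no effect and no enzyme for full effect; nearly all actives have a fitted effect of over 35% in size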
Anesthetic bind = binds horse apoferritin like a general anesthetic; P02791; apoferritin/1-aminoanthracene competitive binding, fluorescence; Potency, µM (top dose mostly 77.5 µM), for inactives: at the highest dose activity change, negative = displacement, most hits filed as inhibitors; 350,000 tested, 0.074% active; AID 485281; further: on the % scale 0 is the no-effect control and ±100 the full control effect; nearly all actives have a fitted effect of over 20% in size
Target sequence (P02791 2-175 limits assumed): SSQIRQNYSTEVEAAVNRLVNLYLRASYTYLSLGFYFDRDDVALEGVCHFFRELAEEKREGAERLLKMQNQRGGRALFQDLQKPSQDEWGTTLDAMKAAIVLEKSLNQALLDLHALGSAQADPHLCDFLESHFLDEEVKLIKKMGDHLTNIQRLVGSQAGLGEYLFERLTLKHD
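Probe: 1-aminoanthracene (50% saturated, PBS). Protein: horse-spleen apoferritin, 10 uM. Incubation: 10 min, room temperature. Detection: 380 nm excitation, 535 nm emission. Analysis: normalized response, four-parameter Hill.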
Pol eta inh = DNA polymerase eta (human) inhibition | Q9Y253 | AID 588591 | 390,000 tested, 1.2% active | recombinant Pol eta, fluorescent DNA replication assay | Potency, µM (doses to about 114 µM), for inactives: at the highest dose activity change, negative = inhibition, usual class: inhibitors; further: on the % scale 0 is the no-effect control and ±100 the full control effect
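Pol eta (10 nM) was preincubated with compounds for 15 min at room temperature, after which fluorescent replication substrate (50 nM final) was added to start the reaction. Fluorescence was read kinetically at 0 and 10 min.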
POLB inh = inhibitors of human DNA polymerase beta; P06746; Pol beta primer extension/strand displacement, fluorescence kinetic; Potency, µM (top dose mostly 114 µM), inactives show top-dose activity change, negative = inhibition, actives largely listed as inhibitors; 340,000 tested, 1.3% active; AID 485314; further: on the % scale 0 is the no-effect control and ±100 the full control effect
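Curves were derived by four-parameter Hill fits of normalized qHTS data. The kinetic fluorescent primer-extension read was taken at 0 and 10 min after 50 nM substrate, following a 15 min room-temperature preincubation of 10 nM enzyme with compounds.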
BAZ2B inh = blocks human BAZ2B. Potency, µM (doses to about 114 µM), without a hit: at the top dose activity change, negative = inhibition, hits mostly inhibitors. AID 504333. AlphaScreen BAZ2B-H3K14Ac peptide displacement. Q9UIF8. 360,000 tested, 4.4% active; further: on the % scale 0 is the no-effect control and ±100 the full control effect; nearly all actives have a fitted effect of over 60% in size
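Compounds, titrated to a top concentration of 110 uM, were incubated 30 min at room temperature with preformed BAZ2B/acetyl-K14 H3 peptide complex (50 nM each). Proximity signal was measured by AlphaScreen after 20 min with beads.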
APEX1 inh = inhibitors of human APE1 endonuclease. AID 2517. P27695. 350,000 tested, 0.35% active. Potency, µM (highest dose often 65.8 µM), inactives show at the top dose activity change, negative = inhibition, most hits filed as inhibitors. recombinant APE1, TAMRA/BHQ-2 abasic DNA cleavage fluorescence;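 further: plate controls were vehicle for no effect and reference inhibitor for full effect; nearly all actives have a fitted effect of over 55% in size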
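Enzyme (0.75 nM final) and test compound are incubated 15 min at room temperature before adding 50 nM quenched THF abasic-site duplex. Cleavage dequenches TAMRA, followed at 525/598 nm over three reads one minute apart.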
POLI inh = DNA polymerase iota (human) inhibition; Q9UNA4; Pol iota fluorescent replication assay, 10 min; Potency, µM (titrated, usually from 115 µM), without a hit: at the highest dose activity, negative = inhibition, most hits filed as inhibitors; 390,000 tested, 1% active; AID 588590
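Fluorescent replication assay read twice, at 0 min and 10 min after adding 50 nM (final) substrate. Enzyme (10 nM) and compounds were first incubated 15 min at room temperature; enzyme-free buffer wells were negative controls.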
Starred values were filed as active, the others as inactive; ? = inconclusive; / = not tested or not shown; [ ] = dose if it differs, or a comment. The call rests on the fitted dose curve; in most records, active means well fitted curve in the direction sought with a large enough effect; inconclusive means small, poorly fitted or top-dose-only effect, or another doubt; inactive means no such curve, though single readings can be large; an effect the other way counts as inactive or inconclusive. Potency means the concentration at half of the fitted maximal effect. A portion of the library, so the mix of outcomes need not match the whole.

Sequence of screens – G9a block | POLK inh | BLM inh | Anesthetic bind | Pol eta inh | POLB inh | BAZ2B inh | APEX1 inh | POLI inh
1: Cc1cc2nnc(SCC(=O)N3C(C)CCCC3C)n2c(N)n1 (stereo unspecified)
  -2.4%[12.7 µM] | 2.0% | -1.4% | 30.1%[activator] | 3.9% | -0.3% | 1.0% | -4.5% | -8.9%[58.9 µM]
2: O=C(NCCc1ccccc1)C(=O)NCC1OCCN1S(=O)(=O)c1ccccc1 (stereo unspecified)
  -0.8% | -15.1% | -1.8% | 6.9% | -20.0% | 25.5% | -19.1% | 5.9% | 29.6%
3: CN(C)S(=O)(=O)c1ccc(C(=O)N(c2ccccn2)c2ccccn2)cc1
  3.7%[59 µM] | -6.1% | 1.9% | -7.6% | -5.0% | 13.6% | -31.9% | 7.2% | 1.5%
4: Fc1cccc(NC(=S)NCc2ccc(Cl)cc2)c1
  25.6%[59 µM] | -18.7% | -10.0% | -5.7% | -5.7% | 11.4% | -0.1% | -0.5% | 30.3%[activator]
5: Cc1cc(C)c(/C=C/c2onc(C)c2S(=O)(=O)N2CCC(C(=O)Nc3cccc(C)c3C)CC2)c(C)c1
  5.4%[59 µM] | -12.4%[60.1 µM] | -2.2% | -8.2% | -16.3% | 9.5% | -7.6% | / | -20.2%
6: Cc1ccc(C2=NC3(CCCC3)N=C2SCC(=O)Nc2ccc3c(c2)OCCO3)cc1
  ? | 10.2% | -6.4% | -1.6% | -13.3% | -5.6% | -34.9% | 0.5% | 6.3%
7: CCOc1ccc(=O)n(-c2ccccc2)n1
  38.0%[59 µM] | 1.8% | 0.8% | 9.2% | -13.8% | 5.1% | 0.1% | ? | ?
8: O=C(COC(=O)c1ccc2c(c1)OCO2)Nc1ccccc1F
  12.1%[12.7 µM] | 1.8% | / | / | -17.4% | / | -12.4% | 26.9% | 36.5%
9: CN(CC(=O)Nc1ccc(F)cc1)C(=O)COC(=O)CNC(=O)c1sc2ccccc2c1Cl
  -1.0%[0.501 µM] | -3.8% | / | / | -3.0% | / | 11.3% | 1.6% | -17.3%
10: C=CCC1(CC=C)CCCN1C(=O)c1cc(COc2cncc(Cl)c2)on1
  99.2%[activator] | / | -4.8% | -12.8% | / | -0.8% | 28.5% | 17.3% | /
11: CCOc1ccc(C2C(=O)N(C3CCCCCC3)CC(=O)N2Cc2ccc(C)cc2)cc1OC (stereo unspecified)
  -4.4%[59 µM] | -8.8%[60.1 µM] | -10.6% | 0.1% | 2.9% | -12.9% | -18.2% | / | -11.1%
12: Cc1ccc(CS(=O)(=O)CCC(=O)NCCc2ccccc2)cc1
  3.3% | 0.9% | -5.0% | -12.8% | -7.8% | 50.9% | 1.6% | 7.3% | 57.9%[activator]
13: CCCCN(Cc1ccco1)C(=O)c1cc2c(=O)[nH]c3ccc(C)cc3c2s1
  0.3% | -2.9% | -5.0% | -14.4% | -14.9% | 9.0% | 12.2% | -5.1% | 21.1%
14: Cn1c2c(c(O)c(-c3ccccc3)c1=O)C(=O)CC(C)(C)C2
  13.0%[59 µM] | -8.1% | 2.0% | 4.3% | -13.4% | 22.4% | 9.6% | 1.4% | 57.3%[activator]
15: Cc1cc(C)cc(N(CCC#N)C(=O)COC(=O)CCc2c[nH]c3ccccc23)c1
  -7.2%[12.7 µM] | -4.8% | / | / | -26.0% | / | ? | -18.5% | -0.8%
16: Cc1noc(C)c1CSCC(=O)Nc1ccc(Br)cc1Cl
  ? | -8.6% | / | / | -18.0% | / | -4.8% | -9.1% | 6.9%
17: COc1ccc(-n2nnnc2-c2cn(C)nc2C(F)(F)F)cc1
  94.2%[activator][59 µM] | -4.2% | -0.8% | -11.0% | -20.2% | 37.0% | -4.2% | 0.6% | -8.7%
18: COc1cccc(N2C(=O)C3CCCN3C2c2ccc(Cl)cc2)c1 (stereo unspecified)
  -18.6% | -12.0% | -7.8% | -9.5% | -12.0% | 15.9% | -3.7% | 10.5% | -5.4%
19: CCn1c(C)nnc1SCC(=O)Nc1ccccc1OC
  -1.5%[0.501 µM] | 1.1% | 2.6% | -9.9% | -25.8% | 6.6% | 13.3% | -6.6% | 108.7%[activator]
20: Cc1ccc(/C=N\Nc2cn[nH]c(=O)c2Cl)cc1
  -8.3%[59 µM] | -12.1% | -7.3% | -0.4% | -14.7% | 19.0% | 0.7% | -2.8% | -1.5%
21: CC(=O)NNC(=S)NCCc1ccccc1
  25.0% | -17.0% | 3.3% | 3.3% | -17.4% | -4.4% | -7.0% | 0.8% | 138.3%[activator]
22: CCOC(=O)Nc1ccc(Cc2ccncc2)cc1
  11.4% | 2.8% | 1.1% | 7.6% | -18.1% | 5.0% | 1.9% | -2.5% | 113.6%[activator]
23: O=C1CSc2ccc(C(=O)N3CCN(c4ccccn4)CC3)cc2N1
  -29.3%[59 µM] | -0.9% | -4.6% | -10.1% | 3.4% | ? | 8.5% | 1.2% | 12.5%
24: CCN1CCN(c2ccc([N+](=O)[O-])cc2S(=O)(=O)N2CCOCC2)CC1
  -11.6% | -6.4% | 1.9% | -11.2% | -0.9% | 28.9% | -14.7% | -1.4% | 38.2%[activator]
25: CC(/C=C/c1ccco1)=N/NC(=O)C1COc2ccccc2O1 (stereo unspecified)
  56.2µM* | -0.6% | -2.5% | -3.9% | -16.4% | -21.2% | -28.6% | -3.1% | ?
26: CCOc1ccc(-c2c(C(=O)N/N=C/c3ccsc3)nnn2-c2nonc2N)cc1
  22.5% | -5.5% | -1.5% | -15.2% | -8.1% | -6.1% | -17.7%[57.1 µM] | -6.7% | -0.6%
27: COc1cc(NC(=O)CSc2cc(C)c3cc(C)cc(C)c3n2)c(C(=O)O)cc1OC
  -49.7% | 8.5% | 0.0% | 0.8% | -7.0% | 22.6% | ? | -5.7% | -1.8%
28: COc1ccccc1N1CCN(C(CNC(=O)C(=O)NCc2ccc(F)cc2)c2cccnc2)CC1 (stereo unspecified)
  -41.5%[59 µM] | -14.8% | -0.1% | 104.1%[activator] | -8.6% | 7.2% | ? | / | 12.8%
29: CCc1ccccc1NC(=O)c1cc(-c2ccco2)on1
  39.8µM* | -7.7% | -3.9% | -2.1% | -13.6% | -1.4% | 1.5% | -2.1% | 45.8%[activator]
30: c1ccc(-n2c(Sc3cnccn3)nnc2-c2cccs2)cc1
  -1.7%[12.7 µM] | -14.6% | 0.5% | -4.2% | 3.9% | 0.6% | -2.7% | 26.7% | 9.3%
31: CCOC(=O)CSc1nnc(CSc2nc3ccccc3s2)n1C
  -4.1% | -3.5% | -2.5% | ? | 4.8% | -18.3% | -17.5% | 4.3% | 22.7%
32: CC1=C(C(=O)N(C)C)C(c2cccc(Cl)c2)NC(=O)N1 (stereo unspecified)
  -33.8%[12.7 µM] | 4.5% | -0.1% | -1.5% | -13.4% | -11.8% | 2.8% | 3.2% | -6.0%
33: CCOC(=O)c1c(N)n[nH]c1-c1ccc(OC)cc1
  10.1%[12.7 µM] | -12.9% | -10.9% | -4.4% | -17.0% | -19.0% | 3.4% | 14.0% | 5.5%[58.9 µM]
34: O=C(NC1CCC(O)CC1)c1cc(-c2ccc(Cl)cc2)nc2ccccc12 (stereo unspecified)
  15.4%[12.7 µM] | -8.3% | / | / | -9.0% | / | 5.9% | -1.3% | 12.6%
35: CCc1cc(CC)c(/C=N/NC(N)=O)c(CC)c1/C=N/NC(N)=O
  -1.6% | -3.0% | -7.1% | -4.4% | -13.6% | 16.9% | 1.2% | 1.9% | 25.6%
36: COc1ccc(C2C(C(=O)NCCN(C)C)c3cc(OC)c(OC)cc3C(=O)N2C)cc1OC (stereo unspecified)
  -1.8%[59 µM] | 3.1% | 0.2% | -5.6% | 12.0% | 2.6% | -3.4% | -6.5% | 2.6%
37: COc1ccc(N2C(=NC(=O)c3ccccc3)SC3CS(=O)(=O)CC32)cc1 (stereo unspecified)
  8.3% | -9.2% | -4.8% | -1.3% | 9.8% | 0.3% | 4.2% | 1.2% | -11.5%
38: COC(=O)C1=CN(C)C=C(C(=O)OC)C1c1ccc(Cl)cc1Cl
  20.5%[59 µM] | -1.7% | -0.5% | 114.1%[activator] | 3.1% | 1.3% | 16.8% | -0.7% | 14.5%
39: COc1ccc(N2C(=O)CSC2c2cccc(OC)c2OC)cc1 (stereo unspecified)
  13.5%[59 µM] | -4.1% | 4.1% | 0.8% | -8.1% | -15.9% | -22.9% | 2.6% | 10.1%
40: CCOC(=O)c1cc(-c2ccccc2)n(CCC(=O)Nc2ccc(OC)c(Cl)c2)c1C
  -25.1%[59 µM] | -12.9%[60.1 µM] | -6.0% | 46.5%[activator] | -13.7% | ? | -4.2% | / | 5.0%
41: COC(=O)C(NC(C)=O)(Nc1cc(C)ccn1)C(F)(F)F (stereo unspecified)
  2.6% | -2.2% | -1.4% | 5.2% | -10.2% | 11.1% | 2.7% | 2.7% | 67.4%[activator]
42: CC(C)C(=O)NCCc1nc2ccccc2n1CCCOc1ccc(Cl)cc1
  2.3%[12.7 µM] | -10.5% | -0.2% | -12.4% | 0.1% | 9.0% | -0.5% | -3.9% | 3.6%
43: Cc1cccn2cc(CCNS(=O)(=O)c3ccc4c(c3)OCCO4)nc12
  ? | -2.8% | 1.0% | -8.5% | -0.4% | 0.1% | -2.5% | -4.5% | -13.7%
44: Oc1ccc(NCc2ccc(OCc3ccccc3Cl)cc2)cc1
  3.16µM* | ? | -15.0% | ? | -0.3% | -7.2% | ? | / | 17.8µM*
45: COc1cccc(Nc2nnc(SCc3nc4ccccc4s3)s2)c1
  10µM* | -15.7% | -8.7% | -23.1% | -8.7% | 6.8% | -31.4% | -1.9% | 0.3%
46: COc1ccc(CCNC(=O)CC(Cc2ccccc2)C(=O)O)cc1OC (stereo unspecified)
  -8.2% | -11.5% | -1.7% | -1.1% | -7.9% | 14.3% | 3.8% | 23.8% | 126.3%[activator]

Limited to BLM inh and Anesthetic bind, for some of the entries so far:
item	Structure	BLM inh	Anesthetic bind
40	CCOC(=O)c1cc(-c2ccccc2)n(CCC(=O)Nc2ccc(OC)c(Cl)c2)c1C	-6.0%	46.5%[activator]
41	COC(=O)C(NC(C)=O)(Nc1cc(C)ccn1)C(F)(F)F (stereo unspecified)	-1.4%	5.2%
42	CC(C)C(=O)NCCc1nc2ccccc2n1CCCOc1ccc(Cl)cc1	-0.2%	-12.4%
